# T cruzi HTS = inhibitors of intracellular Trypanosoma cruzi; intracellular Trypanosoma cruzi in host cells, plate reader; activity score (inhibition), % at 5.01 µM; 22,000 tested, 4.9% active; AID 651903; in the data active = activity score above about 55%;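 note: parasites and compound incubated about four days before reading; 0% = median of neutral control wells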
# INS-1E rescue = preserves ATP levels in cytokine-treated INS-1E cells; INS-1E cytokine-induced death, ATP luminescence, 48 h; normalised: neutral wells 0, positive control 100; protection from cytokine-induced ATP loss, % at 10 µM; 20,000 tested, 0.1% active;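 active = mean replicate protection from cytokine-induced ATP loss at least 50% and at least 75% of replicates each reaching 50%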
#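 Material: INS-1E rat cells; Quantity: 8000 cells/well; Buffer or medium: phenol-red-free RPMI with 5% fetal bovine serum; Probe or stimulus: cytokine cocktail of IFN-γ, TNF-α and IL-1β; Compound dosing: single test concentration per compound, delivered by pin transfer; Incubation: 48 h co-treatment, 10 min post-lysis read; Signal: CellTiter-Glo luminescence.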
# The depositor's hits bear a star; nt = not tested or not shown.
# Sample of the layout (2 entries):
SMILES,T cruzi HTS,INS-1E rescue
Cc1ccc(S(=O)(=O)N(C)C[C@H]2Oc3ccc(NC(=O)C4CCCCC4)cc3CC(=O)N([C@@H](C)CO)C[C@@H]2C)cc1,13.7,7.6
C[C@H](CO)N1C[C@H](C)[C@H](CN(C)C(=O)Nc2cccc3ccccc23)Oc2ccc(NC(=O)Nc3ccccc3)cc2CC1=O,-9.1,4.4

# Results, from the start:
SMILES,T cruzi HTS,INS-1E rescue
Cc1ccc(S(=O)(=O)N(C)C[C@H]2Oc3ccc(NC(=O)C4CCCCC4)cc3CC(=O)N([C@@H](C)CO)C[C@@H]2C)cc1,13.7,7.6
C[C@H](CO)N1C[C@H](C)[C@H](CN(C)C(=O)Nc2cccc3ccccc23)Oc2ccc(NC(=O)Nc3ccccc3)cc2CC1=O,-9.1,4.4
CC(C)NC(=O)N(C)C[C@H]1Oc2c(NC(=O)c3ccncc3)cccc2C(=O)N([C@@H](C)CO)C[C@@H]1C,-34.1,11.2
COc1ccc(NC(=O)N(C)C[C@@H]2Oc3ccc(NS(=O)(=O)c4cccs4)cc3CC(=O)N([C@H](C)CO)C[C@@H]2C)cc1,-16.3,4.5
C[C@@H]1CN([C@H](C)CO)C(=O)Cc2cc(NS(=O)(=O)c3ccccc3)ccc2O[C@@H]1CN(C)Cc1ccc(-c2ccccc2)cc1,70.7*,-25.6
C[C@H]1CN([C@@H](C)CO)C(=O)c2cc(NC(=O)Nc3ccc(F)cc3)ccc2O[C@@H]1CN(C)Cc1ccc(Oc2ccccc2)cc1,-22.7,-4.1
C[C@H]1CN([C@@H](C)CO)C(=O)c2cccc(NC(=O)Nc3ccc(F)cc3)c2O[C@H]1CN(C)Cc1ccc(C(=O)Nc2ccccc2N)cc1,58.7*,-17.4
C[C@H]1CN([C@@H](C)CO)C(=O)c2cc(NC(=O)CCCCCC(=O)Nc3ccccc3N)ccc2O[C@H]1CN(C)Cc1ccc(Oc2ccccc2)cc1,13.9,0.0
C[C@H]1CN([C@@H](C)CO)C(=O)Cc2cc(NC(=O)C3CC3)ccc2O[C@@H]1CN(C)Cc1ccc(C(F)(F)F)cc1,74.2*,-0.2
C[C@H]1CN([C@@H](C)CO)C(=O)c2cc(NC(=O)C3CCCCC3)ccc2O[C@H]1CN(C)Cc1ccc(C(F)(F)F)cc1,4.7,-18.5
C[C@@H]1CN([C@@H](C)CO)C(=O)c2cc(NS(=O)(=O)c3ccc(F)cc3)ccc2O[C@H]1CN(C)C(=O)NC1CCCCC1,13.0,nt
C[C@@H]1CCCCO[C@@H](CN(C)C(=O)CCC(F)(F)F)[C@@H](C)CN([C@H](C)CO)C(=O)c2cc(NC(=O)CCCCCC(=O)Nc3ccccc3N)ccc2O1,-48.0,3.4
C[C@@H]1CN([C@H](C)CO)C(=O)Cc2cc(NC(=O)Nc3ccc(C(F)(F)F)cc3)ccc2O[C@@H]1CN(C)C(=O)Nc1ccc2c(c1)OCO2,-4.4,-0.4
O=C(N/N=C/c1ccc(CO)o1)c1ccccc1O,-12.2,-6.3
C[C@H](CO)N1C[C@H](C)[C@H](CN(C)Cc2ccc(Oc3ccccc3)cc2)OCc2cnnn2CCCC1=O,-19.4,nt
COc1ccc(S(=O)(=O)Nc2cccc3c2O[C@H](CN(C)C(=O)Nc2ccc(F)cc2)[C@H](C)CN([C@H](C)CO)C3=O)cc1,14.0,4.2
Cc1ccc(S(=O)(=O)N(C)C[C@H]2Oc3ccc(NC(=O)Cc4ccccc4)cc3C(=O)N([C@@H](C)CO)C[C@@H]2C)cc1,21.2,-3.4
Cc1ccc(S(=O)(=O)N(C)C[C@H]2Oc3ccc(NS(=O)(=O)c4c(C)noc4C)cc3CC(=O)N([C@@H](C)CO)C[C@H]2C)cc1,18.9,2.9
C[C@H](CO)N1C[C@H](C)[C@H](CN(C)Cc2ccc(Cl)c(Cl)c2)Oc2ccc(NS(=O)(=O)c3ccc(Cl)cc3)cc2C1=O,20.0,-10.6
C[C@H](CO)N1C[C@H](C)[C@@H](CN(C)Cc2ccc(C(=O)O)cc2)Oc2ccc(NC(=O)Nc3ccc4c(c3)OCO4)cc2C1=O,-17.9,-2.2
O=C(O)CCCCCCC(=O)NN=C1CCCC1,-14.4,-0.3
O=C(N/N=C/c1ccc(N2CCCC2)cc1)c1ccccn1,-2.1,-24.0
COc1ccc(NC(=O)Nc2ccc3c(c2)CC(=O)N([C@H](C)CO)C[C@H](C)[C@H](CN(C)Cc2ccc(Oc4ccccc4)cc2)O3)cc1,32.1,-37.1
C[C@H]1CN([C@@H](C)CO)C(=O)Cc2cc(NS(=O)(=O)c3cn(C)cn3)ccc2O[C@H]1CN(C)Cc1ccc(-c2ccccc2)cc1,-3.7,1.1
CC(C)NC(=O)N(C)C[C@@H]1Oc2ccc(NC(=O)NC3CCCCC3)cc2CC(=O)N([C@H](C)CO)C[C@@H]1C,-14.4,6.7
C[C@@H]1CN([C@@H](C)CO)C(=O)c2cccc(NS(=O)(=O)c3cn(C)cn3)c2O[C@H]1CN(C)C(=O)NC1CCCCC1,-3.2,6.4
C[C@@H]1CN([C@H](C)CO)C(=O)Cc2cc(NC(=O)Cc3ccccc3)ccc2O[C@H]1CN(C)C(=O)Nc1ccccc1,-3.3,3.1
C[C@@H]1CN([C@@H](C)CO)C(=O)c2cc(NC(=O)c3ccncc3)ccc2O[C@@H]1CN(C)C(=O)Nc1ccc2c(c1)OCO2,-6.8,0.5
Cc1ccc(S(=O)(=O)N(C)C[C@H]2Oc3ccc(NC(=O)CCC(F)(F)F)cc3C(=O)N([C@@H](C)CO)C[C@@H]2C)cc1,-4.0,1.7
CN(C)c1ccc(/C=N/NC(=O)c2ccccn2)cc1,-10.3,-32.0
COc1ccc(S(=O)(=O)Nc2ccc3c(c2)C(=O)N([C@@H](C)CO)C[C@H](C)[C@H](CN(C)C)O3)cc1,-7.2,7.3
COc1ccc(S(=O)(=O)Nc2ccc3c(c2)C(=O)N([C@H](C)CO)C[C@H](C)[C@H](CN(C)S(=O)(=O)c2cccs2)O3)cc1,-4.9,-5.2
C[C@H](CO)N1C[C@H](C)[C@H](CN(C)S(=O)(=O)c2cn(C)cn2)Oc2ccc(NS(=O)(=O)c3ccccc3)cc2C1=O,0.4,7.8
C[C@@H]1CN([C@@H](C)CO)C(=O)c2cccc(NS(C)(=O)=O)c2O[C@H]1CN(C)Cc1ccncc1,-30.9,6.6
C[C@H](CO)N1C[C@H](C)[C@@H](CN(C)C(=O)Nc2ccccc2)Oc2ccc(NC(=O)CCN3CCOCC3)cc2C1=O,-2.5,nt
Cc1noc(C)c1NC(=O)Nc1ccc2c(c1)C(=O)N([C@H](C)CO)C[C@H](C)[C@@H](CN(C)C(=O)Nc1ccc3c(c1)OCO3)O2,0.9,3.4
CC(C)NC(=O)Nc1ccc2c(c1)C(=O)N([C@@H](C)CO)C[C@@H](C)[C@@H](CN(C)Cc1ccc3c(c1)OCO3)O2,-0.2,nt
CNC[C@H]1Oc2ccc(N)cc2C(=O)N([C@@H](C)CO)C[C@@H]1C,-11.1,1.3
CNC[C@H]1Oc2ccc(NC(=O)C3CCCCC3)cc2C(=O)N([C@H](C)CO)C[C@H]1C,-24.1,5.8
CNC[C@H]1Oc2ccc(NC(=O)Nc3ccc(F)cc3)cc2C(=O)N([C@H](C)CO)C[C@H]1C,-33.1,17.4
CC(C)NC(=O)Nc1ccc2c(c1)CC(=O)N([C@@H](C)CO)C[C@@H](C)[C@@H](CN(C)Cc1ccc(C(F)(F)F)cc1)O2,9.4,0.5
C[C@@H]1CN([C@H](C)CO)C(=O)c2cccc(NS(=O)(=O)c3ccc(Cl)cc3)c2O[C@@H]1CN(C)Cc1ccc(C(F)(F)F)cc1,29.0,-13.5
COc1ccc(CN(C)C[C@@H]2Oc3ccc(NS(=O)(=O)c4ccc(Cl)cc4)cc3CC(=O)N([C@@H](C)CO)C[C@@H]2C)cc1,3.4,1.7
C[C@@H]1CCCCO[C@@H](CN(C)C(=O)c2ccccc2)[C@@H](C)CN([C@H](C)CO)C(=O)c2cc(NC(=O)CCC(F)(F)F)ccc2O1,-6.4,5.5
Cc1ccc(S(=O)(=O)Nc2ccc3c(c2)C(=O)N([C@H](C)CO)C[C@H](C)[C@H](CN(C)C(=O)Cc2ccccc2)OCCCC[C@@H](C)O3)cc1,8.9,-2.4
C[C@@H]1CN([C@@H](C)CO)C(=O)c2cccc(NC(=O)c3ccncc3)c2O[C@@H]1CN(C)Cc1ccc(-c2ccccc2)cc1,58.5*,-21.6
C[C@H]1CN([C@@H](C)CO)C(=O)c2cc(NC(=O)C3CCCCC3)ccc2O[C@H]1CN(C)S(=O)(=O)c1ccccc1,11.5,-0.2
C[C@@H]1CN([C@H](C)CO)C(=O)c2cccc(NS(=O)(=O)c3cn(C)cn3)c2O[C@H]1CN(C)C,-22.9,1.1
C[C@@H]1CCCCO[C@@H](CN(C)C(=O)Nc2ccc(C(F)(F)F)cc2)[C@@H](C)CN([C@H](C)CO)C(=O)c2cc(NC(=O)Nc3ccc4c(c3)OCO4)ccc2O1,66.7*,4.5
COc1ccc(CN(C)C[C@H]2Oc3ccc(NS(=O)(=O)c4cccs4)cc3C(=O)N([C@@H](C)CO)C[C@@H]2C)cc1,-10.0,-12.0

# Quoted at random: 5 compounds from above, in no set order.
SMILES,T cruzi HTS,INS-1E rescue
C[C@@H]1CCCCO[C@@H](CN(C)C(=O)c2ccccc2)[C@@H](C)CN([C@H](C)CO)C(=O)c2cc(NC(=O)CCC(F)(F)F)ccc2O1,-6.4,5.5
C[C@H]1CN([C@@H](C)CO)C(=O)c2cc(NC(=O)C3CCCCC3)ccc2O[C@H]1CN(C)S(=O)(=O)c1ccccc1,11.5,-0.2
COc1ccc(CN(C)C[C@H]2Oc3ccc(NS(=O)(=O)c4cccs4)cc3C(=O)N([C@@H](C)CO)C[C@@H]2C)cc1,-10.0,-12.0
C[C@@H]1CN([C@H](C)CO)C(=O)c2cccc(NS(=O)(=O)c3ccc(Cl)cc3)c2O[C@@H]1CN(C)Cc1ccc(C(F)(F)F)cc1,29.0,-13.5
Cc1ccc(S(=O)(=O)Nc2ccc3c(c2)C(=O)N([C@H](C)CO)C[C@H](C)[C@H](CN(C)C(=O)Cc2ccccc2)OCCCC[C@@H](C)O3)cc1,8.9,-2.4

# Carrying on:
SMILES,T cruzi HTS,INS-1E rescue
C[C@@H]1CN([C@@H](C)CO)C(=O)c2cccc(NS(=O)(=O)c3ccccc3)c2O[C@H]1CN(C)S(=O)(=O)c1cccs1,-11.8,12.1
C[C@H](CO)N1C[C@H](C)[C@H](CN(C)S(=O)(=O)c2ccc(F)cc2)Oc2c(NC(=O)Nc3ccccc3)cccc2C1=O,-13.5,-5.8
COc1ccc(NC(=O)N(C)C[C@@H]2Oc3ccc(NC(=O)CCN4CCOCC4)cc3C(=O)N([C@@H](C)CO)C[C@H]2C)cc1,-4.2,-0.1
COc1ccc(NC(=O)N(C)C[C@@H]2Oc3ccc(NS(=O)(=O)c4ccc(OC)cc4)cc3C(=O)N([C@H](C)CO)C[C@@H]2C)cc1,2.3,-4.5
Cc1ccc(S(=O)(=O)Nc2ccc3c(c2)C(=O)N([C@H](C)CO)C[C@@H](C)[C@@H](CN(C)Cc2ccc(C(F)(F)F)cc2)O3)cc1,59.6*,-27.0
C[C@@H]1CN([C@H](C)CO)C(=O)c2cccc(NC(=O)Nc3cccc4ccccc34)c2O[C@@H]1CN(C)S(C)(=O)=O,-1.1,12.5
C[C@@H]1CN([C@H](C)CO)C(=O)c2cccc(NC(=O)Nc3ccc(F)cc3)c2O[C@@H]1CN(C)C(=O)Nc1ccccc1,12.8,2.7
C[C@@H]1CCCCO[C@H](CN(C)S(=O)(=O)c2cn(C)cn2)[C@@H](C)CN([C@H](C)CO)C(=O)c2cc(NS(=O)(=O)c3cccs3)ccc2O1,-3.7,3.4
C[C@H]1CN([C@@H](C)CO)C(=O)Cc2cc(NS(=O)(=O)c3ccc(Cl)cc3)ccc2O[C@H]1CN(C)C(=O)Nc1ccc2c(c1)OCO2,-6.5,-3.9
CC(C)NC(=O)Nc1cccc2c1O[C@H](CN(C)S(=O)(=O)c1cccs1)[C@@H](C)CN([C@@H](C)CO)C2=O,-8.9,5.6
C[C@H](CO)N1C[C@H](C)[C@@H](CN(C)S(=O)(=O)c2cn(C)cn2)Oc2ccc(NC(=O)Cn3cnnn3)cc2C1=O,-20.7,9.1
CNC[C@@H]1Oc2c(NC(=O)C3CCCCC3)cccc2C(=O)N([C@@H](C)CO)C[C@@H]1C,-28.7,8.9
COc1ccc(S(=O)(=O)N(C)C[C@@H]2Oc3c(NC(=O)NC(C)C)cccc3C(=O)N([C@H](C)CO)C[C@@H]2C)cc1,-10.7,2.1
COc1ccc(CN(C)C[C@H]2Oc3c(NS(=O)(=O)c4cn(C)cn4)cccc3C(=O)N([C@@H](C)CO)C[C@H]2C)cc1,-11.7,8.9
C[C@H](CO)N1C[C@H](C)[C@H](CN(C)CC2CC2)Oc2ccc(NS(=O)(=O)c3cccs3)cc2C1=O,-2.1,-1.0
C[C@@H]1CN([C@H](C)CO)C(=O)CCCn2nncc2CO[C@H]1CN(C)Cc1ccc2c(c1)OCCO2,-7.2,nt
C[C@H](CO)N1C[C@H](C)[C@H](CN(C)S(=O)(=O)c2cccs2)Oc2ccc(NC(=O)c3ccncc3)cc2C1=O,-9.5,-2.3
Cc1noc(C)c1S(=O)(=O)Nc1ccc2c(c1)CC(=O)N([C@H](C)CO)C[C@@H](C)[C@H](CN(C)CC1CC1)O2,-7.4,4.5
C[C@H]1CN([C@@H](C)CO)C(=O)CCCn2cc(nn2)CO[C@H]1CN(C)CC1CCCC1,0.7,nt
